XiGFP reactiv: activators of X-chromosome reactivation in mouse fibroblasts; activation, % at 7.58 µM; XiGFP mouse fibroblasts, % GFP-positive cells imaging, 3 d; cells co-treated with 5-aza-dC sensitizer; scaled so ellipticine positive control = 100%; hit rate 0.055% among 360,000;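 active means mean normalized replicate activation at least 10% and every replicate at or above 10%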;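 further: 0% = median of on-plate neutral control wells and 100% = ellipticine 6 µM median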
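Material: XiGFP fibroblasts, SV40-immortalized; Buffer or medium: DMEM containing 5-aza-dC; Compound dosing: single point; Times: 3 days compound exposure.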
RAD54 branch: inhibitors of human RAD54 branch migration; RAD54 Holliday junction branch migration, FAM/BHQ fluorescence; inhibition, % at 10.4 µM; hit rate 0.14% among 360,000; AID 602329;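 active means mean normalized replicate activity at least 40 and at least half of replicates scoring 40 or more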;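 further: 0% = median of neutral control wells and 100% = median of positive control wells; inhibitors cause a drop in the FAM fluorescence signal; in these data hits start at about 50%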
ERAP1 HTS inh: inhibitors of human ERAP1 aminopeptidase | hit rate 0.15% among 340,000 | recombinant ERAP1, Leu-AMC fluorescence, 60 min | inhibition, % at 10.7 µM | AID 652197;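 active means mean replicate inhibition of at least 30%, or all replicates individually reaching that 30% level; inactive means mean below 30% and not every replicate reaching it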;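 further: 0% = neutral control wells and 100% = L-leucinethiol positive control wells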
RAD52 anneal inh: RAD52 (human) annealing inhibition; recombinant RAD52 DNA annealing, FRET fluorescence; inhibition, % at 18.7 µM; hit rate 0.46% among 360,000; AID 651710;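 active means every replicate showing at least 50% inhibition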
Target sequence (P43351 whole entry, looked up): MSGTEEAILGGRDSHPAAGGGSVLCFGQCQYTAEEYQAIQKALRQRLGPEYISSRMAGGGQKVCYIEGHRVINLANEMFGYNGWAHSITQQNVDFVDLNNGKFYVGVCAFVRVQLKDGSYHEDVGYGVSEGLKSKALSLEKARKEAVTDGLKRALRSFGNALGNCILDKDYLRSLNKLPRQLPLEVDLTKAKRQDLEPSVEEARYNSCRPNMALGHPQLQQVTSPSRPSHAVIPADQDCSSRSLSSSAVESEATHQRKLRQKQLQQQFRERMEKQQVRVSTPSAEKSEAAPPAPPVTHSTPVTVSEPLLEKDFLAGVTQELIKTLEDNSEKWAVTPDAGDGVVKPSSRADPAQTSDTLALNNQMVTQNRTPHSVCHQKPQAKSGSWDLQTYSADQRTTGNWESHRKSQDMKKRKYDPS
esBAF inh: SWI/SNF esBAF complex inhibition | reporter increase, % at 12.5 µM | hit rate 2% among 350,000 | mouse ES cells, Bmi1-luciferase knock-in reporter, 24 h; 100% = twice the neutral-well signal | AID 602393; in the data active means activation above about 40%;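 further: 0% = median of the plate's neutral control wells and 100% = double that signal; a rise in the Bmi1 reporter signal indicates esBAF inhibition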
ARNT-TACC3 inh: disrupts binding between human ARNT and TACC3; AlphaScreen His-ARNT PAS-B/GST-TACC3 binding, luminescence; TACC3 fragment carries E629A point mutation; inhibition, % at 9.99 µM; hit rate 0.66% among 390,000;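 active means mean inhibition of replicates at least 50% and at least half of replicates each reaching 50%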;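 further: 0% = complete ARNT plus TACC3 wells and 100% = ARNT alone without TACC3; many hits fall short of the cut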
F508del corr: correctors of CFTR F508del function in bronchial epithelial cells. activity (quench increase), % at 7.58 µM. hit rate 0.36% among 350,000. CFBE cells, YFP halide quenching; stimulated with forskolin plus potentiator P3; % fluorescence drop versus neutral controls;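 active means mean added fluorescence quench of at least 8% versus neutral control, with both replicates also reaching 8%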;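 further: cells transiently co-express mutant CFTR-F508del with the halide-sensitive YFP; corrector assay measuring rescue of mutant channel to the surface after 24 h compound exposure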
GSIS activator: GLuc luminescence reporter in INS-1E cells, primary screen for activators of glucose-dependent secretion of insulin; INS-1E GLuc reporter insulin secretion, 2-3 h; activation, % at 16.6 µM; hit rate 0.61% among 370,000; AID 743287;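 active means lowest replicate activation of at least 40%, so every replicate reaches that level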;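 further: 0% = median of neutral control wells and 100% = median of IBMX positive control wells; some compounds called inactive have numbers as strong as hits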
Starred values were filed as active, the others as inactive; / = no result given; & = joins results of further samples; ! = not active in a repeat.

SMILES	XiGFP reactiv	RAD54 branch	ERAP1 HTS inh	RAD52 anneal inh	esBAF inh	ARNT-TACC3 inh	F508del corr	GSIS activator
O=C(Cc1ccc(O)cc1)N/N=C/c1cccnc1	0.0	-18.4	-3.5	-8.6	-3.3	-3.3	0.1	13.9
O=C(COc1ccccc1[N+](=O)[O-])N/N=C/c1ccc(OC(=O)c2ccco2)cc1	0.0	-10.2	5.6	-7.9	/	-1.6	2.7	12.0
COCC#Cc1ccc2c(c1)O[C@@H](CN(C)Cc1cncnc1)[C@@H](C)CN([C@H](C)CO)S2(=O)=O	-0.5	0.6	-4.3	-5.6	-4.9	-6.6	2.7	11.5
Cc1ccc(S(=O)(=O)Nc2ccc(OCC(=O)N3CCOCC3)cc2)c(C)c1NS(C)(=O)=O	0.3	-6.4	-1.6	-16.9	-3.1	0.8	1.3	12.6
Cc1ccc(C)c(N2CCN(C(=O)Cc3c(C(=O)O)[nH]c4ccc(Cl)cc34)CC2)c1	0.1	-9.5	1.1	-4.4	0.0	24.4	-0.1	-23.5
CCOC(=O)C1CCN(c2c(NCCCN(CC)c3ccccc3)c(=O)c2=O)CC1	/	-4.8	/	/	-7.4	3.2	/	6.6
O=C(C[C@H]1C[C@@H]2c3cc(NS(=O)(=O)c4ccc(F)cc4)ccc3O[C@@H]2[C@@H](CO)O1)NCCN1CCCCC1	0.1	-3.9	4.1	-0.6	3.5	4.1	-3.4	2.9
CO[C@@H]1CN(C)C(=O)c2ccc(NC(C)=O)cc2OC[C@H](C)N(Cc2ccncc2)C[C@@H]1C	0.1	-2.5	1.0	-4.1	-4.4	-1.0	-2.2	0.4
Cc1ccc2c(c1)c1c(n2CC(O)CNC2CCCCC2)CCCC1 (stereo not given)	0.1	7.2	/	24.5	-11.1	26.8	2.0	-13.4
C[C@@H]1CN([C@H](C)CO)C(=O)Cc2cc(NC(=O)NC3CCCCC3)ccc2O[C@H]1CN(C)Cc1ccc(Oc2ccccc2)cc1	-0.6	10.1	2.9	-3.3	4.1	3.0	0.9	-8.0
COC(=O)[C@@]12C[C@@H](CC(=O)NCc3ccc(C)o3)C(=O)N(Cc3ccc4c(c3)OCO4)C1=CCC(C)(C)C2	0.6	/	-0.5	-10.6	/	/	-1.9	-25.3
Cc1ccc(S(=O)(=O)N(C)C[C@H]2Oc3c(NS(=O)(=O)c4cccs4)cccc3C(=O)N([C@H](C)CO)C[C@H]2C)cc1	-1.0	-5.5	2.0	-19.1	4.1	-0.1	2.1	-8.7
COC(=O)[C@H](CC(C)C)NC(=O)N1CCCCC1	0.2	-6.6	0.4	-17.1	-0.9	-2.8	/	-12.6
COCC(=O)N1C[C@@H](C)[C@H](OC)CN(C)C(=O)c2ccc(NC(=O)c3cc(C)on3)cc2OC[C@@H]1C	-0.3	-5.9	2.6	-12.2	-6.1	-4.3	0.1	9.5
CCOc1ccc(CN(C)C(C)C(=O)NCCc2ccc(F)cc2)cc1 (stereo not given)	0.0	-7.2	-1.0	-7.8	0.2	-6.8	2.8	-13.1
CCc1c(C(=O)NCCc2cccc(C)c2)[nH]c(C)c1C(C)=O	0.2	8.5	-2.8	-18.4	9.7	-47.1	4.3	-28.9
O=C(Nc1ccccc1)Nc1ccc2c(c1)[C@@H]1C[C@H](CC(=O)N3CCOCC3)O[C@H](CO)[C@@H]1O2	0.0	-1.9	/	/	0.3	5.4	-0.8	-4.8
Cc1ccc(C(=O)OCC(=O)N(Cc2ccccc2)C(C)C)cc1C	0.0	/	1.2	-3.4	/	6.9	-0.7	/
CCOc1ccc(S(=O)(=O)N2CCN(c3ccccn3)CC2)cc1	0.0	2.1	-4.0	-8.0	-1.4	-3.5	1.2	8.3
Cc1ccccc1C=O	/	1.8	1.0	-5.0	-1.0	/	0.2	0.1
COc1cc2c(cc1OC)CN(Cc1ccccc1)CC2	0.0	-2.5	3.3	-1.9	-3.2	-9.0	-2.2	-0.5
Cc1nc2ccccc2n1S(=O)(=O)c1ccc(F)cc1	0.1	-5.3	-0.3	-12.9	4.2	1.6	-3.0	14.5
CCOC(=O)N1CCN(C(=O)c2ccc3c(c2)ncn3C2CCCC2)CC1	/	-13.1	-1.9	5.0	-2.0	13.0	/	-0.6
O=C(N/N=C/c1ccc(F)cc1)c1ccc(-n2cnnn2)cc1	0.2	-3.8	-4.2	-15.3	7.6	-1.5	2.4	11.1
Fc1cccc(-c2ccc(C3[C@@H]4CN(Cc5ccccc5F)C[C@H]3N4)cc2)c1 (stereo not given in full)	0.0&0.0	/	1.0&0.1	82.8*!	/	/	0.0&-8.1	804.5*!
Next section:
SMILES	XiGFP reactiv	RAD54 branch	ERAP1 HTS inh	RAD52 anneal inh	esBAF inh	ARNT-TACC3 inh	F508del corr	GSIS activator
COc1cc(/C=N/NC(=O)C2CCN(CC(O)COCc3ccccc3)CC2)ccc1O (stereo not given)	0.0	/	5.9	-6.5	/	/	-1.1	-3.5
CC(=O)N1CCCCN2[C@H](CO)[C@H](c3ccc(-c4cccc(C)c4)cc3)[C@@H]2C1	0.0	8.3	-0.2	-11.2	/	0.5	-2.9	-3.1
CCN(c1ccccc1C)S(=O)(=O)c1cc2c3c(c1)CCN3C(=O)CC2	-0.1	3.3	2.5	-5.2	/	-1.3	3.2	16.4
Cc1ccc(S(=O)(=O)N2CCCC2CNC(=O)c2ccc(F)c(F)c2)cc1 (stereo not given)	0.0	0.2	-9.2	-25.8	4.7	-0.4	-1.8	-44.3
COC(=O)C(CC(=O)c1ccc(C)cc1)n1nc(C)cc1C (stereo not given)	0.1	-10.0	-3.6	-13.9	-0.6	-8.5	1.7	9.3
CCCC#Cc1ccc2c(c1)O[C@@H](CN(C)C(=O)CC1CC1)[C@@H](C)CN([C@H](C)CO)S2(=O)=O	-0.2	-1.3	-1.9	-0.7	8.0	5.5	-2.2	-16.9
CCc1ccc(OCC(=O)NNC(=O)CNC(=O)c2ccc(Br)o2)cc1	-0.1	5.8	0.3	6.2	-1.8	19.5	0.0	8.9
CCOc1ccc(Cl)cc1-c1cc(C(=O)Nc2ccc(OC)cc2OC)[nH]n1	0.0	5.5	0.4	-19.6	1.3	/	1.5	15.6
COc1ccc(CCNC(=O)CN2C(=O)c3cccc4cccc(c34)C2=O)cc1OC	-0.1	/	2.7	-17.0	/	2.9	-0.6	-1.3
CC(=O)C[C@H]1c2cc(F)ccc2S(=O)(=O)N1c1ccc(N(C)C)cc1	-0.1	1.3	-5.2	-36.1	17.8	6.9	-2.3	-1.0
O=C(Nc1ccc(N2CCOCC2)cc1)C1CC(=O)N(c2ccccc2)C1 (stereo not given)	0.4	0.5	-3.0	-10.3	0.0	/	1.5	-0.8
CCOC(=O)CNc1ncc(C(F)(F)F)cc1Cl	0.0	/	11.2	-18.4	-2.8	26.6	2.0	-7.8
O=C(Nc1ccccc1F)c1oc2ccccc2c1NC(=O)C1CC1	0.1	10.3	0.1	-25.4	5.7	-4.9	-0.2	-5.6
O=S(=O)(Cc1ccccc1)Nn1cnnc1	/	-9.7	-0.4	-4.1	0.2	-3.2	0.9	1.0
COC1=C/C(=C/c2c(O)c(C#N)c3ccccn23)C=CC1=O	0.1	/	-4.7	-48.1	55.2*	6.1	-1.4	-7.3
COc1ccc(CNC(=O)C/C(C)=N/NC(=O)c2ccc([N+](=O)[O-])cc2Cl)cc1	0.0	-9.8	-1.1	-23.1	-6.6	3.4	2.5	-8.8
O=C(COc1ccc(F)cc1)c1c(O)cc(O)cc1O	-0.2	-2.5	-1.9	4.2	-14.1	-12.8	-2.4	-5.0
CCN(CC(=O)Nc1ccc(NC(C)=O)cc1)C(=O)COc1ccccc1-c1ccccc1	-0.9	-7.3	0.7	3.3	-2.6	-3.7	2.2	/
CC(/C=C/c1ccccc1)=N\NC(=O)CCc1ccccc1	0.1	/	4.2	-1.6	/	-6.2	-3.4	-6.6
O=C(Nc1ccc(S(=O)(=O)N2CCOCC2)cc1)C1CCN(S(=O)(=O)c2ccc(F)cc2)CC1	0.0	5.0	-1.6	-5.7	3.0	1.6	-0.1	-13.5
O=C(CN1CCC(NC(=O)c2ccco2)CC1)Nc1ccccc1C(F)(F)F	0.1	-0.7	-4.3	-10.4	-4.6	-38.4	2.0	-5.4
O=C(NC1CCCC1)[C@@H]1[C@@H](CO)[C@@H]2Cn3c(ccc(-c4ccccc4F)c3=O)[C@H]1N2C(=O)CC1CC1	0.0	-4.4	-2.5	1.8	1.7	2.0	/	-0.4
CC(C)CC#Cc1cnc2c(c1)C(=O)N([C@H](C)CO)C[C@H](C)[C@@H](CN(C)C(=O)CN1CCOCC1)O2	-0.8	-0.1	2.2	7.9	-1.8	-8.2	0.1	5.8
COc1cc(O)c(C(CC(=O)N2CCOCC2)c2ccc3c(c2)OCO3)c(OC)c1 (stereo not given)	0.1	8.4	1.3	-3.8	/	14.9	-3.9	-0.1
C[C@H]1CN([C@@H](C)CO)C(=O)c2cccc(NC(=O)c3ccncc3)c2O[C@@H]1CN(C)C(=O)Nc1ccc(F)cc1	0.1	-1.8	1.7	2.6	0.1	/	-0.2	5.4
Cc1cc(Cl)cc(C)c1OCCCCCn1ccnc1	0.1	-1.6	3.9	13.4	-5.6	8.6	-1.4	/
O=C(C[C@@H]1CC[C@@H](NC(=O)Nc2ccc(C(F)(F)F)cc2)[C@H](CO)O1)NCCN1CCCC1	-0.3	2.6	1.7	1.7	-6.3	1.6	-1.8	-1.7
CN1C(=O)c2cc(NC(=O)C3CCOCC3)ccc2OC[C@@H]2O[C@@H](CC(=O)O)CC[C@@H]21	0.0	7.1	-3.3	6.9	-0.5	-7.7	0.0	11.6
CCCN(C)C[C@H]1Oc2cc(-c3cccc(F)c3)ccc2S(=O)(=O)N([C@H](C)CO)C[C@H]1C	-0.2	/	/	/	-17.6	/	0.3	3.3

Source: PubChem
